KKLEB tox = CF airway cell cytotoxicity counter-screen; KKLEB CF airway cells viability, ATPlite luminescence, overnight; hits give low values; cells stimulated with P. aeruginosa culture filtrate; activity change (cytotoxicity), % at 5 µM; 0.36% of 360,000 active; AID 602141;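 active = corrected activity change at or below -50% at 5 µM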
Vif imaging = blocks HIV Vif function; HEK293T cells, Vif self-association by quenched fluorescence, imaging, 24 h; inhibition, % at 7.49 µM; 0.35% of 340,000 active; AID 602346; in the data active = inhibition above about 50%, passing the limit was not always enough; inconclusive = no clear call, values can overlap the other calls; inactive = below about 31%; note: some results filed as inactive read as strong as hits
NR2E3 ag-1 = NR2E3 (human) agonism; Q9Y5X4; GST-NR2E3/biotin-RetCOR TR-FRET, 1536-well; inhibition of corepressor binding, % at 4.78 µM; 0.12% of 320,000 active; AID 2300;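 active = percent inhibition above the cutoff of mean plus 3 SD of all tested compounds, set per screening campaign, cut at about 20% in these data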;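 note: 0% = DMSO wells and 100% = biotin wells as full block of FRET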
Target sequence (Q9Y5X4 whole entry, looked up): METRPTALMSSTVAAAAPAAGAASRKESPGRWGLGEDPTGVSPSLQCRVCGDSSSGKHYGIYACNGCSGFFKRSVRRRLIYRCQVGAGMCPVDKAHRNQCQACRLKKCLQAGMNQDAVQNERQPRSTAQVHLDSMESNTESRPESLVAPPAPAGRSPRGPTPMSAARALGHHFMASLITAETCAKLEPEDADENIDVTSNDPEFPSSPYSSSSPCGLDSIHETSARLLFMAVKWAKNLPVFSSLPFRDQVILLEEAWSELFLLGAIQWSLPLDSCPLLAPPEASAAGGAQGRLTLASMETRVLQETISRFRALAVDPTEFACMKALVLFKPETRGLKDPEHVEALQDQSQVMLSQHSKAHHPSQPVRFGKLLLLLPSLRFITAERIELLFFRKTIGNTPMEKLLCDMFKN
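Test system: GST-NR2E3 and biotin-RetCOR proteins | Quantity: 1.35 nM GST-tagged NR2E3 final | Medium: Tris pH 7.5 | Also added: 7 nM biotin-RetCOR | Dosing: Compound at 4.8 µM, single dose | Timing: 5 h at 4 °C | Detection: Time-resolved FRET | Read-out basis: Percent inhibition | Benchmarks: Biotin wells as high control, 0.6% DMSO wells as low control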
CaV13 ICDI inh = Primary screen for inhibitors of IQ motif and Ca2+-dependent inactivation inhibitor domain binding in CACNA1D, Förster resonance energy transfer in living cells, …. inhibition, % at 12.3 µM. HEK cells, CFP/YFP FRET ICDI-IQ, plate reader, 10 min; percent FRET-ratio fall versus neutral wells. 0.098% of 340,000 active. AID 743397;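 active = mean replicate inhibition of at least 30% and at least 1% of replicates passing that level; inconclusive = only one of the two criteria is met; inactive = neither criterion is met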;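 note: 0% = median of the neutral control wells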
Shn3 3UTR inh = reduces Shn3 3'UTR luciferase signal in osteoblasts; Clone20 osteoblast Shn3 3'UTR firefly luciferase, 24 h; inhibition, % at 12.5 µM; 0.52% of 360,000 active; AID 588674;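 active = mean inhibition of at least 75% with every replicate also reaching 75%; inconclusive = mean inhibition at least 75% but some replicate below; inactive = mean inhibition below 75%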;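 note: 0% = median of neutral control wells and 100% = pilot-screen positive control compound; some compounds past the cut are filed as inactive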
NR2E3 ag-2 = agonists of human NR2E3 nuclear receptor; AID 602229; 0.35% of 360,000 active; inhibition of corepressor binding, % at 3.98 µM; Q9Y5X4; CHO-S Gal4-NCOR/VP16-NR2E3 two-hybrid, luciferase;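 active = inhibition above the mean of all tested compounds plus 3 SD, cut at about 70% in these data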;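 note: 0% = DMSO with NR2E3 transfected cells and 100% = cells lacking NR2E3 construct; higher means lower luciferase signal from less NR2E3 corepressor binding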
MITF TRPM1 inh = inhibitors of MITF-driven TRPM1 promoter in melanoma cells; SK-MEL-5 TRPM1 promoter luciferase, 24 h; inhibition, % at 12.5 µM; 0.83% of 330,000 active;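 active = mean inhibition across replicates of 60% or more, whatever share of single replicates reaches that level; inconclusive = some that reach 60%, reason not given; inactive = mean inhibition across replicates below 60%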; note: values of inactives mirror those of a sister screen read the other way
CF NFkB inh = inhibitors of cystic fibrosis induced NF-kB; KKLEB NF-kB-GFP reporter, PAF-induced, GFP fluorescence overnight; inhibition, % at 5 µM; 0.86% of 360,000 active;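 active = at least 50% inhibition at 5 µM, scaled per plate between neutral and stimulator controls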;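 note: PAF is a Pseudomonas aeruginosa culture filtrate used as stimulus; plate controls were PAF-stimulated DMSO wells for no effect and unstimulated DMSO wells for full effect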
Peg3 prom inh = inhibitors of Peg3 promoter; HeLa PEG-Prom luciferase reporter, luminescence, overnight; inhibition, % at 20 µM; 1.7% of 360,000 active; AID 588405;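 active = inhibition of at least 50% at 20 µM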
PDI turbidity = PDI (human) enzyme inhibition. P07237. PDI insulin aggregation turbidity, A650, 90 min. inhibition, % at 10 µM. 0.052% of 350,000 active. AID 588391;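 active = mean inhibition across replicates of 30% or more, whatever share of single replicates reach that level; inconclusive = mean inhibition below 30% while every single replicate reaches 30%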;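 note: absorbance from insulin aggregation driven by PDI reduction with DTT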
Target sequence (P07237 whole entry, looked up): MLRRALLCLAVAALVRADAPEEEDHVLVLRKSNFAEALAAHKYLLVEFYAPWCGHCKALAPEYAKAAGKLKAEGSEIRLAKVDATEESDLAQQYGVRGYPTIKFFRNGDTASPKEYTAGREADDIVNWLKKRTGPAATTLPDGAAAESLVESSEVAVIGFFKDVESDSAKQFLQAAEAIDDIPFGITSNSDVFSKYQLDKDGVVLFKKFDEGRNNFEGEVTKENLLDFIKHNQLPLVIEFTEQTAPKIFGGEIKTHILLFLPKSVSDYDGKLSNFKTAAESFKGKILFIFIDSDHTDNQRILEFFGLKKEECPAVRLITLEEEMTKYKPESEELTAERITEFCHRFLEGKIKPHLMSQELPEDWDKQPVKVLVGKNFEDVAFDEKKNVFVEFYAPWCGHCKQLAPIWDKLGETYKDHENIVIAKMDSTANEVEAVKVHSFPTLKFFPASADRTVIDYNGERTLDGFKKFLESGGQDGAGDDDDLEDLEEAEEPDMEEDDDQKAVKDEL
HIF-2a inh = inhibitors of HIF-2a; 786-0 RCC cells HIF-2a reporter, luciferase luminescence, overnight; inhibition, % at 18.8 µM; 0.72% of 360,000 active;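 active = inhibition of the luminescence signal of 40% or more relative to plate controls, in a single-dose primary screen at 18.75 µM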
Active calls of the source: *; ? = inconclusive; / = not tested or not shown.

SMILES | KKLEB tox | Vif imaging | NR2E3 ag-1 | CaV13 ICDI inh | Shn3 3UTR inh | NR2E3 ag-2 | MITF TRPM1 inh | CF NFkB inh | Peg3 prom inh | PDI turbidity | HIF-2a inh
Cc1cc(C)nc(Nc2ncc(O)n2-c2ccc(Br)cc2)n1 | 0 | -2 | 2 | -4 | -16 | -12 | -8 | 9 | -5 | -4 | 0
CCOc1c2ccccc2nn1CCOC | -7 | 0 | 1 | -10 | 0 | 7 | -1 | -8 | -5 | 8 | -2
S=c1[nH]nc(-c2ccc(Cl)cc2)n1/N=C/c1cccs1 | 10 | -5 | 2 | -5 | 12 | 6 | 3 | -4 | 32 | 2 | 11
Cc1nnc(NC(=O)c2ccccc2NC(=O)c2ccccc2)s1 | 9 | 7 | 1 | -16 | 26 | -9 | 0 | 1 | -6 | -16 | -4
CCN(C(=O)COC(=O)c1cc(-c2cccc3ccccc23)nc2ccccc12)C1CCS(=O)(=O)C1 (configuration not stated) | -1 | -16 | 2 | -5 | -16 | 12 | -6 | -10 | 3 | 2 | 6
CCOc1ccc(C2CC(c3ccccc3C)n3ncnc3N2)cc1 (configuration not stated) | 0 | 8 | 12 | -2 | 14 | -8 | / | 19 | 15 | / | 1
COc1ccc([C@H]2N[C@]3(CCCN(Cc4ccc(C(F)(F)F)cc4)C3=O)[C@H]3C(=O)N(Cc4ccccc4)C(=O)[C@@H]23)cc1 | -5 | 5 | / | -7 | 9 | -2 | / | -3 | 36 | 27 | 0
COc1ccccc1C(=O)Nc1nc2nc(-c3ccccc3)cc(=O)n2[nH]1 | -10 | 4 | 5 | -4 | -21 | -9 | 0 | -8 | 4 | 4 | 5
Cc1nccn1C[C@@H]1CCc2c(c3ccccc3n2C)C1=O | -7 | -7 | -1 | -4 | 0 | -18 | 6 | -1 | -2 | 0 | -1
COc1nnc(-c2ccc(N3CCOCC3)c(NC(=O)c3ccccc3)c2)c2ccccc12 | 0 | -4 | -3 | -5 | 13 | -2 | 1 | 11 | 15 | -1 | 15
CC(=O)c1cccc(Nc2nc3ccccc3n3cnnc23)c1 | 0 | 3 | -3 | -17 | -53 | -47 | -9 | -60 | -30 | 14 | -46
Cc1oc(-c2cccc(Cl)c2)nc1CSc1nc2c(c(=O)[nH]1)CCC2 | -12 | 5 | -1 | / | 5 | -10 | 8 | 16 | 8 | -10 | 8
CN(C(=O)COC(=O)CSc1ccc(C(N)=O)cc1[N+](=O)[O-])C1CCS(=O)(=O)C1 (configuration not stated) | -2 | -7 | 3 | -7 | 7 | 8 | 2 | 17 | 2 | -1 | 8
COc1ccc2c(-c3cnc(N4CCOCC4)nc3)c(-c3ccc(S(C)(=O)=O)cc3)sc2c1 | 9 | -2 | / | -5 | 5 | -3 | -6 | -30 | 4 | 4 | 4
O=C(COc1ccc2ccc(=O)oc2c1)Nc1ccc(CN2CCOCC2)cc1 | 12 | 21 | 4 | -2 | -5 | -23 | -11 | -18 | -15 | 20 | 5
O=c1[nH]c2ccc(S(=O)(=O)NCc3ccccc3)cc2[nH]1 | 2 | 5 | -1 | -7 | -5 | -11 | 5 | 3 | 5 | 6 | 12
O=C(Nc1ccc(F)cc1F)N1CCCN(CCOc2ccccc2)CC1 | -15 | 9 | -2 | -13 | 12 | 0 | -9 | 0 | 11 | -1 | 9
O=C(c1ccco1)N1CCN(/C(=N/S(=O)(=O)c2cccs2)c2ccccc2Cl)CC1 | 8 | 0 | -2 | / | 0 | -2 | 4 | 2 | -9 | 1 | 18
O=C(Nc1ccc2nc(SCc3ccc(Cl)cc3)sc2c1)c1ccccc1C(=O)N1CCOCC1 | -20 | 0 | 2 | -5 | 37 | -5 | 2 | 16 | 40 | -6 | 3
C=CCc1cc(C)ccc1OCCCn1ccnc1 | -8 | -2 | -1 | -20 | 18 | -15 | -4 | 6 | 9 | 1 | 15
Cc1ccc(S(=O)(=O)CC(=O)N2CCN(c3ccccc3F)CC2)cc1 | 15 | -7 | 1 | -6 | -11 | -23 | -1 | 12 | 13 | -7 | -11
Cc1nc(SCC(=O)N2CCN(c3ccccc3)CC2)c2oc3ccccc3c2n1 | -3 | -5 | -2 | -2 | 24 | -15 | 9 | 7 | 56* | -4 | 36
Cc1ccc(Nc2nc3ccccc3s2)c(C)c1 | -13 | 3 | -1 | -5 | -63 | -115 | -26 | -7 | -206 | 2 | -130
COc1cccc(N2CC(C(=O)Nc3nnc(SCc4cccnc4)s3)CC2=O)c1 (configuration not stated) | 2 | -6 | -6 | -4 | -3 | 3 | 8 | 10 | 3 | -4 | 16
COc1cccc(NC(=O)Cn2c3ccccc3c3nc4n(c(=O)c32)CCS4)c1 | 7 | -10 | -4 | -2 | -5 | -17 | 5 | 4 | 18 | -3 | 16
COc1ccc(OC)c(NC(=O)C2=C(C)Nc3ncnn3C2c2cccs2)c1 (configuration not stated) | 0 | 8 | -2 | / | 2 | 7 | 6 | 1 | 15 | -1 | 4
COc1ccccc1NC(=O)Cc1noc(CSc2cccc[n+]2[O-])n1 | -1 | -4 | 0 | -2 | 3 | -18 | -5 | 1 | 9 | 2 | -3
COc1ccc(-c2csc(C(C)(NC(C)=O)c3ccc(OC)cc3)n2)cc1 (configuration not stated) | 4 | -7 | / | -9 | 5 | -16 | / | 19 | 16 | -5 | 13
O=C(c1cccs1)N1C[C@@H](O)[C@H](n2cc(-c3ccc(F)cc3)nn2)C[C@@H]1c1ccccc1 | -11 | -4 | / | -9 | 59 | -41 | / | -8 | 8 | -4 | -7
O=C(CCc1c[nH]c2ccccc12)NCc1cccc(Cl)c1 | 3 | -5 | -2 | -3 | -14 | -21 | 1 | 10 | 4 | 1 | 8
Cc1nonc1CN(C)C(=O)CC1C(=O)NCCN1Cc1c(F)cccc1Cl (configuration not stated) | -2 | 21 | 2 | 5 | -7 | -10 | 9 | -1 | 4 | 9 | 12
COc1cccc(C2CC(C(F)(F)F)n3nc(C(=O)NCc4cccnc4)cc3N2)c1 (configuration not stated) | -4 | -4 | 2 | / | 18 | -1 | 5 | 20 | 6 | -2 | -12
O=C(OCC#CCSc1nnc(-c2cccc3ccccc23)o1)c1ccco1 | -7 | -2 | -3 | -4 | -28 | -15 | -5 | -6 | -33 | -3 | -32
CCC1Oc2ccccc2N(CC(=O)NCc2cccs2)C1=O (configuration not stated) | -12 | 9 | -4 | 3 | -8 | -14 | 12 | 11 | -4 | 5 | -21
CCc1nnc(NC(=O)Cc2cc(OC)c(OC)c(OC)c2)s1 | 3 | 1 | -2 | -3 | -7 | -5 | 13 | 4 | -3 | 10 | 22
CC[N+]1(CC)CC2CCC(C)(C1)C2(C)C (configuration not stated) | 1 | -3 | -4 | 0 | 7 | -4 | -5 | -11 | -7 | 0 | 12
Cc1cc(C(=O)Cn2cc(C(F)(F)F)ccc2=O)c(C)n1-c1ccccc1 | 1 | -4 | -4 | -3 | -16 | -26 | -8 | -14 | -10 | 3 | -4
Cc1ccc(S(=O)(=O)NC(=O)Nn2c(C)nnc2C)cc1 | 6 | ? | -1 | -4 | -6 | 12 | -3 | 6 | 3 | -2 | 8
CSc1ccccc1OCc1cc(C(=O)NC(C)c2cnn(C)c2)no1 (configuration not stated) | 6 | -5 | 5 | / | -52 | -78 | -63 | 2 | -201 | -13 | -191
COc1cc2c(cc1OC)C(c1cc3ccccc3oc1=O)=NC(C)(C)C2 | -8 | -1 | 2 | / | 10 | 19 | -3 | 19 | 24 | 0 | 32
Clc1ccc(C=Cc2ccccn2)cc1 | -5 | 3 | / | -5 | -69 | -94 | -37 | -23 | -348 | 8 | -285
CCOc1cccc(CN2CCC(N3CCC(C(=O)NCC4CCCO4)CC3)CC2)c1 (configuration not stated) | 4 | -10 | -4 | -6 | 4 | -13 | 3 | -5 | -9 | 2 | 9
CC(=O)c1cccc(NC(=O)CSc2ccc(-c3sc(C)nc3C)nn2)c1 | -19 | -7 | -1 | -8 | 2 | 15 | -4 | 19 | 6 | -7 | -13
CC(=O)Oc1ccc(/C=C2/CCc3ccccc3C2=O)cc1 | -11 | 16 | 3 | -4 | -88 | -8 | -72 | 5 | -171 | 2 | -281
CCN(CC)S(=O)(=O)c1cccc(NC(=O)COC(=O)/C=C/c2ccco2)c1 | -5 | 8 | -3 | -2 | -12 | -11 | -9 | 11 | -1 | -1 | 6
CCOC(=O)N/N=C/c1cc(OC)c(O)c(OC)c1 | 6 | -8 | 0 | -4 | -9 | 3 | 1 | -14 | -3 | -1 | 10
CCN(CC(=O)Nc1ccccc1C(F)(F)F)C(=O)c1oc2ccc(OC)cc2c1C | 6 | 5 | 1 | / | -84 | -70 | -50 | 19 | -251 | 8 | -202
O=C(CN1CCCc2ccccc21)NC(=O)NCc1ccccc1 | 6 | 3 | 0 | -5 | -2 | -32 | -6 | -8 | -5 | -1 | -36
Cn1c2ccc(F)cc2c2nnc(SCC(=O)Nc3cccc(O)c3)nc21 | -8 | -2 | 1 | -2 | -13 | -9 | -8 | -36 | -36 | 2 | -72
Cc1cc(C(=O)N(C)CC(=O)Nc2cccc(F)c2)no1 | 1 | 10 | 3 | -3 | 6 | -1 | -3 | 14 | 13 | -2 | 1
The list goes on:
SMILES | KKLEB tox | Vif imaging | NR2E3 ag-1 | CaV13 ICDI inh | Shn3 3UTR inh | NR2E3 ag-2 | MITF TRPM1 inh | CF NFkB inh | Peg3 prom inh | PDI turbidity | HIF-2a inh
CC(C)CCn1c(=O)c2sccc2n2c(CCCC(=O)N3CCN(c4ccccn4)CC3)nnc12 | -5 | -4 | -3 | -7 | 11 | -27 | 6 | 10 | 15 | 13 | 20
COCCCn1c(SCC(=O)Nc2ccc(NC(=O)c3ccco3)c(OC)c2)nc2ccccc2c1=O | 1 | / | 2 | / | 11 | -60 | 5 | -1 | 6 | 10 | -6
O=C(Nc1ncc(Cc2ccccc2Cl)s1)c1ccc(-c2cccc([N+](=O)[O-])c2)o1 | -17 | -13 | 0 | -5 | -3 | -4 | -1 | -11 | -7 | 5 | 6
CCOC(=O)C1(C(F)(F)F)N=C(C(F)(F)F)Nc2cc(C)c(C)cc21 (configuration not stated) | -2 | -1 | -1 | -4 | -1 | 11 | 1 | 14 | -3 | 2 | 17
C=CCNC(=O)/C(=C/c1cccc([N+](=O)[O-])c1)NC(=O)c1ccccc1 | 23 | -1 | 1 | -5 | -9 | -24 | -5 | -5 | 15 | -4 | 7
